Screening results: PubChem, several laboratories
Rin1 Abl inh = inhibitors of Rin1-Abl protein binding, primary screen, biochemical, TR-FRET; Tyrosine-protein kinase ABL1 (Homo sapiens) + Ras and Rab interactor 1 (Homo sapiens), …; inhibition, % at 7.35 µM; 360,000 tested, 0.4% active; AID 588664, 2011; in the data active = inhibition above about 5%, passing the limit was not always enough
Rpn11 block = Rpn11 (PSMD14) deubiquitinase inhibitors, primary screen, biochemical, fluorescence polarization, uHTS; 26S proteasome non-ATPase regulatory subunit 14 (Homo sapiens), O00487; human 26S proteasome, Ub4-pepOG fluorescence polarization; 20S core pre-blocked with epoxomicin; calls only at 20 µM; 360,000 tested, 0.59% active;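 active = inhibition at 20 µM, scaled to each plate's controls, above about 33%, limit read from the data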
Neddylation inh = inhibitors of cullin neddylation, primary screen, biochemical, TR-FRET, uHTS, NAE and Ubc12. NEDD8-conjugating enzyme Ubc12 (Homo sapiens) + NEDD8-activating enzyme E1 regulatory …. calls only at 25 µM. 360,000 tested, 0.58% active. AID 651699, 2012; in the data active = inhibition above about 36%
Target sequence (P61081 whole entry, looked up): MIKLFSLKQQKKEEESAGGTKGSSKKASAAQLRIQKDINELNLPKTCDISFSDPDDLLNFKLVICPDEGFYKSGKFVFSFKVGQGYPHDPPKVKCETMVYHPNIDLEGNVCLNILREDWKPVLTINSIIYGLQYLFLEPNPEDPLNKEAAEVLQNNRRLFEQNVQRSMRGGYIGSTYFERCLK
Target sequence (Q13564 whole entry, looked up): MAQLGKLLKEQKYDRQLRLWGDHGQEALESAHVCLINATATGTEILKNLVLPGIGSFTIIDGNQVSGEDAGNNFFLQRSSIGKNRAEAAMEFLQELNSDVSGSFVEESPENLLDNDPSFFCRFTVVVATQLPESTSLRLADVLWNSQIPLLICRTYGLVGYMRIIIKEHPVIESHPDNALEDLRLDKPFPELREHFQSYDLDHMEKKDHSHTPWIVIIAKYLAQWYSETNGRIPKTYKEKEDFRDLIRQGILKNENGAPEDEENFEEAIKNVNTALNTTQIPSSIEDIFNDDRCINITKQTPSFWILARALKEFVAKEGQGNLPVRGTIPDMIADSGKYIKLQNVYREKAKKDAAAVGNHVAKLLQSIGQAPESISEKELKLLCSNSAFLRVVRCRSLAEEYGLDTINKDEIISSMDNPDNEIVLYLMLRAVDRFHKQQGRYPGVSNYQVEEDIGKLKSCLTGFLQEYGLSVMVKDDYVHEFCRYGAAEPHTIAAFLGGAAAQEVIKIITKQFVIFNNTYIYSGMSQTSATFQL
SUMO1 PPI mod = modulators of SUMO1 protein-protein interactions, primary screen, biochemical, uHTS. Small ubiquitin-related modifier 1 (Homo sapiens), P63165. inhibition, % at 20 µM. AID 602429, 2012. SUMO1 binding to a labelled peptide, TR-FRET, 1 h. 360,000 tested, 0.33% active; in the data active = inhibition above about 37%
Target sequence (P63165 whole entry, looked up): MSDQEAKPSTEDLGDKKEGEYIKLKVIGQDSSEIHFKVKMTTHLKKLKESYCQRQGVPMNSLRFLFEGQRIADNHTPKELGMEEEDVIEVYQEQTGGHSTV
LMPTP inh = LMPTP phosphatase inhibitors, primary screen, biochemical, fluorescence intensity, uHTS | 360,000 tested, 0.22% active | inhibition, % at 20 µM | Low molecular weight phosphotyrosine protein phosphatase (Homo sapiens), P24666 | recombinant LMPTP-A, OMFP fluorogenic substrate;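 active = compounds that cut the enzyme signal by at least half of the control window in the single-dose screen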;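 also: plate controls were DMSO wells with enzyme plus substrate for no effect and substrate without enzyme for full effect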
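material = LMPTP-A | quantity = 0.625 nM enzyme | reagent = OMFP substrate, 400 µM final | buffer or medium = Bis-Tris pH 6.0, DTT, detergent | detection = endpoint fluorescence intensity from OMFP dephosphorylation | dosing = single 20 µM dose | read-out basis = % inhibition relative to no-enzyme and uninhibited control wells | control set = no-enzyme and uninhibited controls | timing = 50 min at room temperature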
STEP block = STEP phosphatase inhibitors, primary screen, biochemical, fluorescence intensity, uHTS | Tyrosine-protein phosphatase non-receptor type 5 (Homo sapiens), P54829 | recombinant STEP, OMFP fluorogenic substrate | inhibition, % at 20 µM | 360,000 tested, 0.25% active | AID 588621, 2011;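 active = inhibition at 20 µM, scaled per plate between control wells, above about 37%, limit read from the data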;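 also: 0% = DMSO with enzyme and substrate and 100% = substrate only without enzyme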
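Material: STEP (striatal-enriched tyrosine phosphatase) enzyme, cell-free | Medium: 50 mM Bis-Tris pH 6.0 with 2.5 mM DTT and 0.005% Tween 20 | Read-out: Percent inhibition scaled to no-enzyme and uninhibited-enzyme controls, plate-pattern corrected | Signal: Fluorescence read at 480 nm ex / 540 nm em | Times: 20 min reaction, room temperature, in the dark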
Scp1 inh = Scp-1 phosphatase inhibitors, primary screen, biochemical, colorimetric, uHTS | AID 493091, 2011 | Carboxy-terminal domain RNA polymerase II polypeptide A small phosphatase 1 (Homo … | 340,000 tested, 0.88% active | inhibition, % at 20 µM | Recombinant Scp1, phosphopeptide, malachite green phosphate absorbance;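 active = inhibition above about 50% at 20 µM, limit read from the data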;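 also: plate controls were DMSO wells with enzyme for no effect and wells lacking enzyme for full effect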
Target sequence (Q9GZU7 76-261 limits assumed): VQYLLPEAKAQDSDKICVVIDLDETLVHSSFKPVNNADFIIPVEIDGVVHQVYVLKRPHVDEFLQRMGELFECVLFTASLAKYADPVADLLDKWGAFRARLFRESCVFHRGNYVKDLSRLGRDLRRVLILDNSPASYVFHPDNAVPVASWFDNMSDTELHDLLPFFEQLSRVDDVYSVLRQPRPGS
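Material – SCP-1 phosphatase catalytic domain, residues 76-261 · Buffer or medium – Acidic Tris acetate buffer with magnesium and detergent · Also added – Phospho 17-mer peptide substrate · Compound – single 20 µM dose, 1% DMSO · Times – 45 min room-temperature reaction, 5 min colour, 30 min stabiliser · Technique – Phosphate-binding colour reagent, absorbance read at 630 nm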
NadD inh = inhibitors of S. aureus NadD, primary screen, biochemical, colorimetric, uHTS | 360,000 tested, 0.78% active | inhibition, % at 20 µM | purified NadD enzyme, colorimetric absorbance read-out | AID 602399, 2012; in the data active = inhibition above about 26%; also: some compounds past the cut are filed as inactive
DNMT1 block = human DNMT1 methyltransferase inhibitors, primary screen, biochemical, molecular beacon, fluorescence, HinP1I cleavage, uHTS; DNA (cytosine-5)-methyltransferase 1 (Homo sapiens), P26358; 360,000 tested, 0.83% active; inhibition (reported as % activation of signal), % at 10 µM; AID 588458, 2011; in the data active = inhibition above about 50%
CSN deneddyl inh = inhibitors of CSN-mediated cullin deneddylation, primary screen, biochemical, fluorescence polarization, uHTS; Purified CSN, SCF-Nedd8-OG deneddylation; inhibition, % at 12.5 µM; 360,000 tested, 0.38% active;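 active = pattern-corrected inhibition above about 35%, with an unprinted fluorescence ratio check between 0.5 and 1.5, limit read from the data, passing the limit was not always enough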;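 also: 0% = enzyme with substrate and 100% = substrate without enzyme; some results filed as inactive read as strong as hits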
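Schedule: reaction 90 min, room temperature / Assay system: HEK293T-derived human Csn5 enzyme / Input: Csn5 at 0.24 nM final / Measure: inhibition of Csn5 cleavage, % / Control set: substrate-only high control, full reaction low control / Technique: fluorescence polarization of the substrate / Buffer or medium: Tris/NaCl/DTT buffer, pH 7.5 / Reagent: SCFSkp2-Nedd8OG substrate at 10 nM final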
An asterisk follows results filed as active; i = inactive; x = not tested or not shown; + = active, no number.

Start of the data: the first 2 entries, to show the layout:
compound,Rin1 Abl inh,Rpn11 block,Neddylation inh,SUMO1 PPI mod,LMPTP inh,STEP block,Scp1 inh,NadD inh,DNMT1 block,CSN deneddyl inh
CCN(CC)C(=O)[C@H]1CC(CC(=O)NCC23CC4CC(CC(C4)C2)C3)C(=O)N2CCc3c([nH]c4ccc(OC)cc34)[C@]12C (some centres undefined),-1,i,i,3,1.4,-2,4,3,-4,1
COc1ccccc1-c1cn[nH]c1-c1ccc(OCC(=O)NN)cc1O,0,i,i,-2,-1.5,-1,-17,-3,-2,4

This part in full, from the first entry:
compound,Rin1 Abl inh,Rpn11 block,Neddylation inh,SUMO1 PPI mod,LMPTP inh,STEP block,Scp1 inh,NadD inh,DNMT1 block,CSN deneddyl inh
CCN(CC)C(=O)[C@H]1CC(CC(=O)NCC23CC4CC(CC(C4)C2)C3)C(=O)N2CCc3c([nH]c4ccc(OC)cc34)[C@]12C (some centres undefined),-1,i,i,3,1.4,-2,4,3,-4,1
COc1ccccc1-c1cn[nH]c1-c1ccc(OCC(=O)NN)cc1O,0,i,i,-2,-1.5,-1,-17,-3,-2,4
O=C(CCCN1CCC(O)(c2ccc(Cl)cc2)CC1)c1ccc(F)cc1,-1,i,i,3,-1.1,2,-6,-7,-5,-3
CCOc1ccccc1N1CCN(C(=O)C2CSC3(C)CCC(=O)N23)CC1 (centres undefined),6,i,i,2,-0.6,3,-6,-6,1,-2
COc1cc(CN(C)Cc2cc(=O)n3ccsc3n2)ccc1OC(F)F,5,i,i,1,-1.0,0,4,-4,0,-6
CCOc1cc(/C=C/c2nc3ccccc3c(=O)[nH]2)ccc1O,-1,i,i,-6,-0.7,0,-4,-7,0,-6
CCOc1ccccc1C(=O)OCC(=O)NCc1ccc2c(c1)OCO2,1,i,i,-2,-1.8,-1,-13,-5,-7,0
CC(C)(C)C(=O)CNS(=O)(=O)c1ccc(S(=O)(=O)NC2CC2)cc1,3,i,i,-1,0.3,-2,-2,4,1,-1
CC1CCC(Nc2nnnn2-c2ccccc2)CC1 (centres undefined),1,i,i,0,-0.7,-2,-10,-1,0,1
C#CCn1c(=NC(=O)c2ccc(S(=O)(=O)N3CCCc4ccccc43)cc2)sc2cc(S(N)(=O)=O)ccc21,4,i,i,-5,2.8,-2,-15,50*,-13,-1
Nc1c(Cl)cc(S(N)(=O)=O)cc1S(N)(=O)=O,-3,i,i,-3,-0.4,25,21,-1,13,6
Cc1nc2nc(SCC(=O)N3CCOCC3)nn2c(C)c1Cc1c(F)cccc1Cl,1,i,i,-1,0.4,-3,-7,-1,5,2
O=C(NC12CC3CC(CC(C3)C1)C2)C1CC(=O)N(c2ccccc2)C1 (centres undefined),-3,i,i,1,0.2,-1,-10,1,1,-2
COc1nc(-c2ccccc2)ccc1-c1noc(-c2cccnc2)n1,0,+,i,9,1.8,0,6,-5,-4,1
CCCCn1c(N)c(N(CCOC)C(=O)C2CCN(S(=O)(=O)c3ccc(C)c(C)c3)CC2)c(=O)[nH]c1=O,0,i,i,2,-1.1,0,43,3,0,2
CC1CCN(CCCNS(=O)(=O)c2ccc3c(c2)CCN3C(=O)C2CC2)CC1,2,i,i,5,-0.8,-2,-9,2,-1,-1
O=C(Nc1ccccc1C(=O)NCCCn1ccnc1)c1ccccc1,-1,i,i,1,-0.7,1,-3,-4,-1,0
COc1ccccc1CNC(=O)c1cc2ccccc2o1,0,i,i,6,-0.5,1,4,-3,1,5
Cc1ccc(/C=N/Nc2nnc(Cl)c3ccccc23)cc1,-5,i,i,-9,-0.7,-2,2,3,-3,-4
CCOC(=O)c1ccc(N2Cc3ccccc3C2=NC(=O)c2cccs2)cc1,1,i,i,-10,0.7,-2,3,-1,0,-12
CCN(C(=O)COC(=O)c1cccs1)c1c(N)n(Cc2ccccc2)c(=O)[nH]c1=O,4,i,i,2,0.4,-1,5,0,2,2
COc1cc(/C=C2\NC(=O)NC2=O)cc(Br)c1OC,-3,i,i,-22,-5.8,0,-9,-3,1,7
COc1ccccc1C(=O)NCCC(=O)N(Cc1ccco1)Cc1cccs1,3,i,i,-2,0.2,0,-5,0,0,5
O=C1CCC(=O)O1,0,i,i,4,-0.5,-2,0,1,0,4
COc1ccc2sc(-c3ccccc3OC)c(C#Cc3cncn3C)c2c1,1,i,i,-1,6.7,2,4,24,-25,-10

Further structures follow.
compound,Rin1 Abl inh,Rpn11 block,Neddylation inh,SUMO1 PPI mod,LMPTP inh,STEP block,Scp1 inh,NadD inh,DNMT1 block,CSN deneddyl inh
COC(=O)c1ccccc1NC(=S)NC(=O)c1ccc2ccccc2c1,-2,i,i,-5,1.2,0,-18,-5,5,-9
O=C(C(O)c1ccccc1)N1CCN(S(=O)(=O)c2ccc(OC(F)(F)F)cc2)CC1 (centres undefined),x,x,i,-5,-2.1,x,x,x,x,2
CCC(=O)c1cn(CC(=O)Nc2ccc(OC)cc2)c2ccccc12,-2,i,i,3,2.1,2,-12,-5,-2,2
CCOC(=O)c1c(C)nc(-c2ccccc2)nc1N,3,i,i,7,0.3,9,-9,5,-1,0
COc1ccc(N2CCN(c3oc(-c4ccc(OC)c(OC)c4)nc3C#N)CC2)cc1,4,i,i,5,0.4,3,-3,0,-7,-6
Cc1csc(Nc2nc(N)c(C(=O)Nc3ccccc3)o2)n1,-1,i,i,4,-0.2,1,-16,-4,-1,1
C/C(CCC1CC(C)OC1=O)=N/Nc1nc(-c2ccccc2)cs1 (centres undefined),-1,i,i,-3,-0.2,-2,3,10,-18,-1
O=C(Nc1cccc(NC(=O)c2cccs2)c1)c1ccc2c(c1)OCCO2,-1,i,i,3,1.5,-1,-12,-2,-1,2
CCCC[C@H]1COCCS(=O)(=O)N1Cc1ccc(Br)cc1,3,i,i,-3,1.7,-1,-6,-5,5,-1
Cn1cc(S(=O)(=O)Nc2cccc(F)c2)c(=O)n(C)c1=O,-3,i,i,-3,-0.7,2,-5,0,3,0
CCCCSc1nc2sc3c(c2c(=O)[nH]1)CC(C)(CC)OC3 (centres undefined),0,i,i,6,0.4,0,-9,0,0,-1
C(=N\N1CCOCC1)/c1nc(-c2ccccc2)n2ccccc12,-4,i,i,-22,-0.3,-1,-2,2,-3,5
CCOc1ccc(CN(C)C(=O)Cc2c[nH]c3ccccc23)cc1,1,i,i,10,0.4,0,-14,-7,-2,-2
CCc1noc(C)c1C(=O)Nc1cc(S(=O)(=O)N2CCOCC2)ccc1OC(C)C,0,i,i,0,-2.8,1,-4,0,-2,-8
CCNC(=O)C1CCCN(C(=O)c2ccc3ccccc3c2)CC1 (centres undefined),-4,i,i,-4,5.7,3,x,5,3,-6
CC(C)NC(=O)CSc1nnc(-c2ccc(S(=O)(=O)N3CCCC3)cc2)n1CC1CCCO1 (centres undefined),1,i,i,-4,-2.0,3,-2,-4,2,3
COc1ccccc1C1Nc2ccccc2NC2=C1C(=O)CC(C)(C)C2 (centres undefined),0,i,i,3,-0.9,-2,-5,-1,4,-1
O=C(Cn1c(=O)n(CC(=O)N2CCCCC2)c(=O)c2sccc21)NCc1ccccc1,1,i,i,5,-0.2,-1,-8,-3,3,0
CCOc1cc(NC(=O)c2ccco2)c(OCC)cc1NC(=O)Cc1ccc(OC)c(OC)c1,-6,i,x,0,0.1,2,-12,-2,-2,-6
COc1ccccc1CNc1ccc(N2CCCCC2)cc1,0,i,i,-5,1.9,7,-8,1,-10,6
CCOC(=O)CSc1nc(COc2ccccc2)nc2ccccc12,-4,i,i,-3,-0.6,0,-11,5,-13,2
CSC1=N/C(=C\c2ccc(F)cc2)C(=O)S1,-3,i,i,1,0.8,-4,-10,-8,-3,-2
CC(C)(C)c1ccc(C2=CSC3=NCCN23)cc1,-1,i,i,0,-1.3,-2,-8,-8,-2,-4
Cc1nn(-c2ccccc2)c(N2CCCC2)c1/C=N/n1cnc2scc(-c3ccccc3)c2c1=O,-3,i,i,1,-0.1,0,-4,6,-3,4
Cn1c(=O)c2c(-c3ccccc3)n(-c3cc(Cl)c([N+](=O)[O-])cc3O)cc2n(C)c1=O,0,i,i,0,0.1,1,x,-2,-6,-1

(listing goes on)
compound,Rin1 Abl inh,Rpn11 block,Neddylation inh,SUMO1 PPI mod,LMPTP inh,STEP block,Scp1 inh,NadD inh,DNMT1 block,CSN deneddyl inh
O=C1C=C(c2ccc(-c3ccccc3)c(F)c2)C[C@@H](c2ccc(F)cc2)C1,3,i,i,-2,3.4,6,-4,-9,5,-4
COc1ccc(C)cc1-n1c(=O)c2ccccc2c2ccccc2c1=O,-6,i,i,-1,-0.1,-1,-12,-9,-2,1
CC(C(=O)NC1=NCCS1)(C(F)(F)F)C(F)(F)F,1,i,i,2,-2.1,-3,-6,0,-3,3
Cc1cn([C@H]2C[C@H](O)[C@@H](/C=C/C(=O)NCCC(c3ccccc3)c3ccccc3)O2)c(=O)[nH]c1=O,-2,i,i,3,-2.5,-2,x,-3,1,-2

An unsorted share of the library. About 3.8% of those tested had a hit in this group.
